ERa coact inh – ER-alpha (human) coactivator binding inhibition | P03372 | TR-FRET ER-alpha LBD / SRC-1 peptide, estradiol-bound | inhibition, % at 25.6 µM | 86,000 tested, 1.7% active | AID 629; in the data active = inhibition above about 50%;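 note: 0% = receptor plus peptide control and 100% = peptide only without receptor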
ERa SRC1 pot – ER-alpha (human) coactivator binding potentiation. TR-FRET ERalpha-LBD/SRC-Cy5 coactivator binding, 2 h; 100 = basal binding, no effect. coactivator binding (% of control), % at 25.6 µM. 86,000 tested, 1.3% active; in the data active = activity above about 200%;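 note: binding measured in presence of low estradiol as agonist stimulus; 0% = peptide alone without receptor and 100% = receptor with peptide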
Smad3 FoxH1 inh – inhibitors of human Smad3 transcription factor binding; P84022; TR-FRET Smad3/Dy647-FoxH1 peptide binding, europium anti-His; inhibition, % at 25 µM; 88,000 tested, 0.29% active;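 active = compounds that reduce the energy-transfer binding signal between the protein and its labelled peptide by more than half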;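 note: 0% = Smad3 plus labelled peptide maximal FRET and 100% = peptide-only background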
sEH activator – soluble epoxide hydrolase (human) activation | activation, % at 2 µM | P34913 | 91,000 tested, 0.04% active | purified human sEH enzymatic activity, activator screen; in the data active = activation above about 37%; note: values of inactives mirror those of a sister screen read the other way
Target sequence (P34913 whole entry, looked up): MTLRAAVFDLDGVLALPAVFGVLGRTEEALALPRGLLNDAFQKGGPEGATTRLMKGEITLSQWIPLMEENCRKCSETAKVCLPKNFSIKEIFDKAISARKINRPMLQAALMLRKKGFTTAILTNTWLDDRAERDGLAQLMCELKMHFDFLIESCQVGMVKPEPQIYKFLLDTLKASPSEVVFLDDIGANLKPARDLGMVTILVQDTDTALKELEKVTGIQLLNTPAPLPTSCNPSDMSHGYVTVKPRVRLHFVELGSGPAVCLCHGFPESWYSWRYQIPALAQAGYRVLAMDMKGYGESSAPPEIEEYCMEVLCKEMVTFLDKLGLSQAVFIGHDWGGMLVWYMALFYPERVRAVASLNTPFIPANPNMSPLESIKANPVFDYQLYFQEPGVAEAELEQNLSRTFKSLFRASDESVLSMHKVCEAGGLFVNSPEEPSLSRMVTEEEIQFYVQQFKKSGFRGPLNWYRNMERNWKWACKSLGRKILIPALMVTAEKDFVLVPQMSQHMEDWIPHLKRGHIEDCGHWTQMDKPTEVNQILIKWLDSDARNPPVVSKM
H69AR inhibit – growth inhibitors of human H69AR lung tumor cells; H69AR lung tumor viability, ATP luminescence, 72 h; active compounds read low; viability, % at 10 µM; 85,000 tested, 6% active; AID 598;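 active = viability at or below 40%; inactive = viability above 40%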;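 note: multidrug resistant small cell line overexpressing MRP-1 efflux transporter; 100% = mean luminescence of untreated control wells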
ERb SRC1 inh – ER-beta (human) coactivator binding inhibition; TR-FRET ER-beta LBD / SRC1-Cy5 peptide binding; receptor agonist-loaded with 1 µM estradiol; 86,000 tested, 1.3% active; inhibition, % at 25.6 µM; AID 633; Q92731;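 active = compounds whose percent inhibition of the receptor-coactivator binding signal exceeds about 50% in the single-dose screen, limit read from the data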;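 note: 0% = receptor plus peptide wells without compound and 100% = peptide-only wells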
Target sequence (Q92731 whole entry, looked up, the tested form may be a part): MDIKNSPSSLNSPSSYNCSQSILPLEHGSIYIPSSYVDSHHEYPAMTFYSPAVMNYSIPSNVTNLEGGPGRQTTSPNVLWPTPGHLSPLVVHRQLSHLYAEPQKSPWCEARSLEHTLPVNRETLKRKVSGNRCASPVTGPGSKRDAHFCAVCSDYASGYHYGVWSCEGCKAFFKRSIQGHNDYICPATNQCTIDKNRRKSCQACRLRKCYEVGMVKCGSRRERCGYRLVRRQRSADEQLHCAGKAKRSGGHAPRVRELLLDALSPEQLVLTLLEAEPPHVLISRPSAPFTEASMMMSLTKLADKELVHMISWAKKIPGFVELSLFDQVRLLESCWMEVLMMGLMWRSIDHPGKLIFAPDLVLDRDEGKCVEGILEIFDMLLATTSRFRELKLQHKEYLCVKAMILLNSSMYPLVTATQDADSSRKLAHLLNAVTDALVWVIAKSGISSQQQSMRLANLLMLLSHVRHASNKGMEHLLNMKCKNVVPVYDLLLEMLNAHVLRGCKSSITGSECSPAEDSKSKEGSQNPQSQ
Candida biofilm – kills Candida albicans biofilms. C. albicans biofilm + clotrimazole, Alamar Blue. inhibition, % at 6 µM. 85,000 tested, 0.14% active. AID 834;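 active = inhibition above 20%; inactive = inhibition below 20%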;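 note: preformed 24 hr biofilms exposed to compound for 48 hr; 0% = biofilm without compound and 100% = blank killed by clotrimazole plus chlorhexidine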
HUVEC inhibit – blocks proliferation of human endothelial cells; HUVEC proliferation, CellTiter-Glo luminescence, 72 h; active compounds read low; viability, % at 10 µM (by protocol); 86,000 tested, 1.1% active;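 active = viability at or below 30%; inactive = viability above 30%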;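 note: 100% = median luminescence of DMSO-only cell control wells on each plate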
Fibroblast inh – blocks proliferation of human lung fibroblasts | LL 47 human lung fibroblast viability, ATP luminescence; active compounds read low | viability, % at 10 µM | 85,000 tested, 1.1% active | AID 719;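 active = viability at or below 50% in the single dose screen; inactive = viability above 50%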;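 note: compound exposure lasted 72 h before the ATP readout; 100% = median luminescence of untreated cell-only wells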
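Times – overnight cell rest, 72 h compound treatment at 37 °C · Test system – human lung fibroblast line LL 47, low passage · Amount – 1,150 cells in each well · Controls – cell-only wells, no compound · Doses – 0.1% DMSO in all compound wells · Measured by – CellTiter-Glo luminescence · Buffer or medium – IMEM plus 15% FBS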
* hit, by the source's call; / = not tested or not shown; [ ] = another dose, or the depositor's remark.

SMILES | ERa coact inh | ERa SRC1 pot | Smad3 FoxH1 inh | sEH activator | H69AR inhibit | ERb SRC1 inh | Candida biofilm | HUVEC inhibit | Fibroblast inh
Cc1ccc(C(c2nnnn2C(C)(C)C)N2CCc3ccccc3C2)cc1 (stereo not drawn) | -11 | 111 | 11 | / | 101 | -6[fluorescence artefact?] | 6 | 101 | 92
CCc1cc2c(SCC(=O)c3cccs3)ncnc2s1 | -40 | 168 | 9 | -10 | 100 | 0 | 7 | 82 | 88
CCOc1ccc(-n2nc(C(=O)N3CCOCC3)c3ccccc3c2=O)cc1 | 3 | 124 | -4 | / | 89 | 6 | 5 | 103 | 102
CCOC(=O)C1=C(C)NC(=O)C1(NC(=O)c1cccnc1)C(F)(F)F (stereo not drawn) | 0 | 67 | -9 | 11 | 102 | 4 | 6 | 91 | 87
COc1ccc(C)cc1S(=O)(=O)N(C)CC(=O)N1CCN(C)CC1 | -2 | 108 | 15 | 8 | 94 | -3 | -1 | 102 | 99
CCc1ccc(NC(=O)CN(c2ccc3c(c2)OCO3)S(=O)(=O)c2c(C)noc2C)cc1 | -4 | 113 | 7 | 0 | 98 | -1 | -2 | 104 | 94
CCCC(=O)Nn1cnc2c(c1=O)C1(CCCCC1)Cc1ccccc1-2 | -3 | 93 | 0 | -99 | 87 | -9 | 3 | 104 | 93
CCn1c(C(=O)OC)cc2c1ccn2-c1ccc(F)cc1 | -9 | 86 | -10 | 13 | 88 | 6 | 7 | 108 | 95
Cc1cc2c(=O)n(CC(=O)NCC(=O)N3CCN(Cc4ccccc4)CC3)cnc2s1 | -41 | 106 | 17 | / | 90 | -18 | 7 | 90 | 99
Cc1ccsc1C(=O)Nc1ccc(C(=O)O)cc1 | 3[fluorescence artefact?] | 110[fluorescence artefact?] | 5 | -5 | 95 | -1[fluorescence artefact?] | 7 | 87 | 94
CCOc1ccc2nc(NCCCNS(=O)(=O)c3ccc(F)cc3)c(C#N)cc2c1 | -20 | 100 | 13[fluorescence artefact?] | -3 | 66 | -27[fluorescence artefact?] | 4 | 88 | 82
COCc1nc2ccccc2n1Cc1ccccc1 | 9 | 90 | -3 | 2 | 101 | 30 | 8 | 92 | 86
Clc1cccc(-c2nn3c(-c4cccc(Cl)c4)nnc3s2)c1 | 20 | 296* | -4 | / | 85 | 32 | 6 | 100 | 114
CCOc1ccccc1Oc1c(C)oc2c(CN3CCN(CCO)CC3)c(O)ccc2c1=O | -4 | 118[fluorescence artefact?] | -4 | 0 | 89 | -10 | 7 | 98 | 98
CCSc1ccc(NC(=O)c2cccnc2)cc1 | -9 | 94 | 14 | -44 | 33* | 1 | 4 | 105 | 100
O=C(NCc1ccccn1)c1ccc(/C=N/O)nc1 | 1 | 92 | 0 | -1 | 91 | 66*[fluorescence artefact?] | 9 | 86 | 94
CCCN(Cc1ccccc1)S(=O)(=O)c1ccc(N2C(=O)CCC2=O)cc1 | -6 | 119 | 0 | 0 | 99 | -7 | 1 | 112 | 103
CCC(C)C(NC(=O)C(C)NC(=O)CNC(=O)CNC(=O)OCc1ccccc1)C(=O)OC (stereo not drawn) | -14 | 101 | 0 | 3 | 101 | -11 | -3 | 94 | 100
Cn1c(N)c(C(=O)COC(=O)CCC(=O)c2cccs2)c(=O)n(C)c1=O | -10 | 137 | -3 | 8 | 99 | -12 | 3 | 99 | 94
O=C(CN1CCC(c2nc3ccccc3[nH]2)CC1)NCc1ccc2c(c1)OCO2 | -3 | 123 | -6 | 5 | 62 | -3 | 3 | 84 | 86

Next part (2 carried over from the part before).
SMILES | ERa coact inh | ERa SRC1 pot | Smad3 FoxH1 inh | sEH activator | H69AR inhibit | ERb SRC1 inh | Candida biofilm | HUVEC inhibit | Fibroblast inh
Cn1c(N)c(C(=O)COC(=O)CCC(=O)c2cccs2)c(=O)n(C)c1=O | -10 | 137 | -3 | 8 | 99 | -12 | 3 | 99 | 94
O=C(CN1CCC(c2nc3ccccc3[nH]2)CC1)NCc1ccc2c(c1)OCO2 | -3 | 123 | -6 | 5 | 62 | -3 | 3 | 84 | 86
COc1ccc(CCN2C(=O)C(O)=C(C(=O)c3ccco3)C2c2cccs2)cc1OC (stereo not drawn) | -16 | 106 | -2[fluorescence artefact?] | 11 | 95 | -6 | 2 | 100 | 99
O=C(NCc1ccco1)c1sc2cc(F)ccc2c1Cl | -16 | 91 | 3 | -2 | 98 | -8 | 4 | 96 | 99
CC(C)Cn1cc(C(=O)NCC2CCCO2)c2c3ccccc3n(C)c2c1=O (stereo not drawn) | -22 | 94 | 10 | 8 | 83 | -26 | 6 | 96 | 99
Cc1ccc(C)c(NS(=O)(=O)c2ccc(OCC(=O)N3CCOCC3)cc2)c1 | 14 | 85 | -20[fluorescence artefact?] | -4 | 103 | 17[fluorescence artefact?] | -9 | 95 | /
Cc1nn(C2CCS(=O)(=O)C2)c(Cl)c1/C=C/C(=O)OCC(=O)Nc1ccccc1OC(F)F (stereo not drawn) | -2 | 97 | -1 | 4 | 94 | -3 | 2 | 88 | 97
CCOC(=O)c1cc2cc(OC)ccc2[nH]1 | -2 | 100 | -5 | 0 | 106 | -10 | 7 | 106 | 114
C=CCOC(=O)C1=C(C)NC(SCC(=O)Nc2nccs2)=C(C#N)C1c1ccc(Cl)cc1 (stereo not drawn) | 21 | 93 | -1 | 8 | 92 | -7 | 1 | 63 | 94
Cc1ccc(-c2n[nH]c(=S)n2/N=C/C=C\c2ccccc2[N+](=O)[O-])cc1 | 52* | 270*[fluorescence artefact?] | 1 | -18 | 49 | 49 | -2 | 93 | 95
COc1cccc(Cn2nnc(C(=O)NCc3ccc(F)cc3)c2N)c1 | 2 | 129 | -3 | / | 102 | -10 | 15 | 90 | 84
COc1ccc(C2CC(c3ccc(Cl)cc3Cl)n3nc(N)nc3N2)cc1 (stereo not drawn) | -2 | 97 | -11 | 2 | 100 | -6[fluorescence artefact?] | 6 | 99 | 104
CCOC(=O)C1=C(c2ccccc2)O/C(=C(/C(=O)OC)C(F)(F)F)S1 | 12[fluorescence artefact?] | 360*[fluorescence artefact?] | -7 | 18 | 70 | -1[fluorescence artefact?] | 5 | 107 | 93
CCCC(=O)Nc1ccc2c(c1)nc1n2CCSC1 | 3 | 113 | 3 | / | 97 | 2 | 5 | 92 | 118
Cc1cc(C)nc(-n2nc(C)cc2NC(=O)c2ccc(Br)o2)n1 | -27[fluorescence artefact?] | 427* | 2 | 16 | 37* | 10[fluorescence artefact?] | 8 | 86 | 83
Cc1cc(-c2csc(N)n2)c(C)n1CCc1ccccc1 | 19[fluorescence artefact?] | 84[fluorescence artefact?] | 3 | / | 40* | 11[fluorescence artefact?] | 8 | 42 | 89
Cc1ccc(C(=O)NCc2ccco2)cc1S(=O)(=O)Nc1cccc(C)c1C | -14 | 101 | 3 | -2 | 82 | -14 | 0 | 77 | 94
CC(C)CN(CC(C)C)C(=O)CC(=O)NC(=O)c1ccc(Cl)cc1 | -1 | 96 | -1 | -8 | 101 | -1 | 3 | 88 | 100
C=CCc1c(C)nc(N)[nH]c1=O | -21 | 102 | 4 | -8 | 90 | -17[fluorescence artefact?] | 2 | 92 | 99
CC1CCN(C(=O)C2CCCN(S(C)(=O)=O)C2)CC1 (stereo not drawn) | 1 | 99 | -2 | 1 | 83 | -3 | 4 | 106 | 104
CCOC(=O)C(CCSC)NC(=O)CN (stereo not drawn) | 5[fluorescence artefact?] | 100[fluorescence artefact?] | -2 | / | 97 | 0[fluorescence artefact?] | 0 | 99 | 109
COc1ccc(C2N(c3cccc(Cl)c3)C(=O)C3CCCN32)cc1 (stereo not drawn) | -8 | 98 | -2 | 1 | 96 | -6 | 2 | 94 | 103

Single entries from the results shown.
Smad3 FoxH1 inh, COc1ccc(CCN2C(=O)C(O)=C(C(=O)c3ccco3)C2c2cccs2)cc1OC (stereo not drawn) is entered as -2[fluorescence artefact?]
Smad3 FoxH1 inh, Cc1cc(-c2csc(N)n2)c(C)n1CCc1ccccc1 is entered as 3
ERa SRC1 pot, COc1cccc(Cn2nnc(C(=O)NCc3ccc(F)cc3)c2N)c1 is entered as 129

Next part:
SMILES | ERa coact inh | ERa SRC1 pot | Smad3 FoxH1 inh | sEH activator | H69AR inhibit | ERb SRC1 inh | Candida biofilm | HUVEC inhibit | Fibroblast inh
CCCn1c(=N)c(C(=O)NC2CCCC2)cc2c(=O)n3cccc(C)c3nc21 | 3 | 96 | 0 | 11 | 53 | 5 | 2 | 84 | 77
CCCCSc1nc2sc3c(c2c(=O)[nH]1)CCC3 | 10 | 104 | -9 | 5 | 100 | 5[fluorescence artefact?] | 5 | 87 | 101
Cn1c(C(=O)OC(C(=O)NCc2ccco2)c2ccncc2)cc2sccc21 (stereo not drawn) | 12[fluorescence artefact?] | 108 | 0 | -4 | 94 | 5[fluorescence artefact?] | 4 | 77 | 99
Cc1cc(C(=O)Nc2sc3c(c2C#N)CCCCC3)cs1 | 13 | 150[fluorescence artefact?] | 14 | -1 | 102 | 10 | 3 | 97 | 92
CC(C)n1nnnc1SCC(=O)Nc1ccccc1N1CCOCC1 | -5 | 122 | 9 | / | 99 | -5 | 10 | 96 | 96
Cn1c(SCC(=O)c2ccc3c(c2)OCO3)nnc1-c1ccccn1 | 10 | 101 | 2 | 7 | 88 | -20 | 1 | 102 | 102
Nc1cc(C(F)(F)F)ccc1C(=O)O | -3 | 100 | -9 | 8 | 90 | 1 | -18 | 85 | 97
CC(C)(C)c1ccc(S(=O)(=O)N2CCCCC2C(=O)NCc2ccccn2)cc1 (stereo not drawn) | -2 | 106 | -3 | / | 91 | 1 | 11 | 89 | 90
Cc1ccc2c(c1)NC(=O)C(CC(=O)NCCN(C)C)O2 (stereo not drawn) | -7 | 108 | 5 | / | 90 | -5 | 2 | 103 | 107
O=C(NCCCN=C1NS(=O)(=O)c2ccccc21)c1ccc(S(=O)(=O)N2CCOCC2)cc1 | 19 | 112 | -1[fluorescence artefact?] | -10 | 103 | -11 | -2 | 91 | 96
CC(C)c1nc2ccc(C(=O)O)cc2[nH]1 | 1[fluorescence artefact?] | 89 | -2 | 14 | 94 | 15[fluorescence artefact?] | 4 | 98 | 99
CC(C)NC(=O)C1CCN(C(=O)c2ccc(-c3ccccc3)cc2)CC1 | -1 | 120 | -6 | 10 | 93 | -7 | -7 | 92 | 98
CCCOC(=O)c1ccc(NC(=O)Oc2ccccc2)cc1 | 3 | 95 | -17 | 5 | 95 | 3 | -2 | 93 | 98
CCCc1nc2ccccc2c2nc(N)nn12 | 10[fluorescence artefact?] | 117[fluorescence artefact?] | 8 | 24 | 87 | 1[fluorescence artefact?] | 3 | 101 | 99
COc1cc(Nc2cc(C)nc3nc(C)nn23)cc(OC)c1OC | -2 | 104 | 2 | / | 84 | -4 | 2 | 99 | 100
CC(C(=O)O)n1c(C(F)(F)F)nc2ccccc21 (stereo not drawn) | 4 | 96 | 3 | -1 | 102 | 1 | 3 | 98 | 100
Cc1ccc(S(=O)(=O)N2CCN(C(=O)c3c(C)nn(-c4ccccc4)c3Cl)CC2)cc1 | 1 | 106 | 28[fluorescence artefact?] | / | 73 | -3[fluorescence artefact?] | 8 | 67 | 95
C=CCn1c(Cc2ccc(OCC)cc2)nnc1SCC(N)=O | 3 | 113 | -8 | 0 | / | 1 | -4 | 103 | 105
COc1cccc(N2CCN(C(=O)c3[nH]c(C)c(C(C)=O)c3C)CC2)c1 | -7 | 112 | -10 | / | 21* | -13 | -5 | 44 | 54
COc1ccc(CCCc2nnc(SCC(=O)Nc3cc(C)ccc3C)o2)cc1 | 6[fluorescence artefact?] | 106 | 7 | -14 | 97 | 4 | 2 | 111 | 107
Cc1ccc(NC(=O)c2cc3nc(C)cc(C)n3n2)cc1 | 22 | 79 | 11 | 9 | 85 | 35[fluorescence artefact?] | 3 | 84 | 97

These rows are one share of the data, so the mix of outcomes need not match the whole.
